Assay outcomes as filed in PubChem BioAssay.
ATXN2 expr inh = reduces ATXN2 reporter expression in HEK-293 cells | 360,000 tested, 0.72% active | HEK-293 ATXN2-luciferase reporter, luminescence, 24 h | Potency, µM (series often up to 57 µM), inactives show at the top dose activity change, negative = inhibition, hits mostly inhibitors; note: potency is the fitted concentration of half-maximal effect; % is set by controls: 0 for no effect and ±100 for the full control effect; nearly all actives have a fitted effect of over 55% in size
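qHTS (up to 57 uM final) was run with 24 h compound exposure of reporter cells at 37 °C. Each well was multiplexed: SteadyGlo luminescence measured ATXN2-luciferase expression after a fluorogenic Gly-Phe-AFC viability readout (25 uM final).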
MCF10A rereplic = DNA re-replication induction in MCF 10a cells | MCF 10A DNA re-replication, Hoechst nuclear intensity, 48 h | Potency, µM (doses to about 46.1 µM), for the others: at the top dose activity, positive = re-replication, usual class: activators | 350,000 tested, 2.9% active | AID 624296; note: potency is the fitted concentration of half-maximal effect; % of control where 0% means no effect; nearly all actives have a fitted effect of over 50% in size
KB-3-1 tox = KB-3-1 parental cell cytotoxicity; KB-3-1 viability, CellTiter-Glo ATP luminescence, 72 h; Potency, µM (highest dose often 46.1 µM), for the others: at the top dose activity change, negative = cytotoxic, hits mostly cytotoxic; 400,000 tested, 1.4% active; note: potency is the fitted concentration of half-maximal effect; % is set by controls: 0 for no effect and ±100 for the full control effect; nearly all actives have a fitted effect of over 60% in size
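Cytotoxicity in the drug-sensitive parental line KB-3-1 was scored as loss of CellTiter-Glo luminescence following 72 h incubation with compound. Values come from curve fitting of normalized concentration-response data.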
IL1B secr inh = inhibitors of inflammasome signaling (IL-1 beta secretion). THP-1 LPS/ATP IL-1B secretion, AlphaLISA, 16 h; stronger effect = lower value. activity change, % at 57.5 µM. 360,000 tested, 4.7% active. AID 743279; in the data active = activity change below about -50%; inconclusive = mostly about -30% to -49%; note: % is set by controls: 0 for no effect and ±100 for the full control effect
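THP-1 cells pretreated 1 hr with compounds (up to 57.5 uM final), then stimulated with LPS (250 ng/mL final) plus ATP (1.25 mM final); secreted IL-1B measured by AlphaLISA after 16 hr, decreased signal indicating inhibition.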
HT1080 IDH1KD tx = toxicity to HT-1080 IDH1 knockdown cells (counter line) | Potency, µM (top dose mostly 46.1 µM), inactives show at the top dose activity, negative = toxicity, hits mostly cytotoxic | HT-1080 IDH1 knockdown viability, ATP luminescence, 48 h | AID 686971 | 360,000 tested, 2% active;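 note: potency is the fitted concentration of half-maximal effect; 0% = DMSO wells and -100% = cell-free medium wells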
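Cytotoxicity counter-line: IDH1KD HT-1080, 48 h, CellTiter-Glo. Curves classed by r2, magnitude and activity.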
ATXN viability = cell viability loss in ATXN counter-screen; S2 cells (HEK-293 line with an ATXN2-luciferase reporter) viability, CellTiter-Fluor protease fluorescence, 24 h; Potency, µM (highest dose often 56.7 µM), hits mostly cytotoxic; 400,000 tested, 0.49% active; AID 651635; note: potency is the fitted concentration of half-maximal effect; nearly all actives have a fitted effect of over 40% in size
SW480 rerep = inducers of DNA re-replication in SW480 colon cancer cells; SW480 DNA re-replication, Hoechst DNA content imaging, 48 h; Potency, µM (series often up to 46.1 µM), without a hit: top-dose re-replication activation, hits mostly activators; 340,000 tested, 1.8% active; AID 624297; note: potency is the fitted concentration of half-maximal effect; % of control where 0% means no effect; nearly all actives have a fitted effect of over 55% in size
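Hoechst fluorescence of nuclei (405 nm excitation, 500-530 nm emission) measured by plate-scanning imager after 48 hr compound exposure at 37 C; re-replication scored as increased number of nuclei with elevated intensity.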
KB-V1 MDR tox = KB-V1 MDR subline cytotoxicity; KB-V1 MDR cells viability, CellTiter-Glo, 72 h; Potency, µM (titrated, usually from 46.1 µM), for inactives: top-dose activity change, negative = cytotoxicity, most hits filed as cytotoxic; 400,000 tested, 3.4% active; note: potency is the fitted concentration of half-maximal effect; % is set by controls: 0 for no effect and ±100 for the full control effect; nearly all actives have a fitted effect of over 60% in size
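Drug-selected KB-V1 cells, grown in DMEM lacking phenol red with 10% FBS, receive compound titrations; after three days at 37 degrees C, surviving cell ATP is quantified by CellTiter-Glo luminescence and responses normalized and curve-fitted.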
HT1080NT lethal = kills 2HG-producing HT-1080-NT fibrosarcoma cells | 360,000 tested, 1.6% active | HT-1080-NT fibrosarcoma viability, CellTiter-Glo ATP luminescence, 48 h | Potency, µM (titrated, usually from 46.1 µM), for the others: at the highest dose activity, negative = less viability, usual class: cytotoxic;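 note: NT is the 2HG producing partner of a matched IDH1 knockdown line; potency is the fitted concentration of half-maximal effect; 0% = DMSO-treated cells and -100% = media-only wells without cells; nearly all actives have a fitted effect of over 55% in size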
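Compounds were tested in concentration-response format on HT-1080-NT cells for 48 hours at 37 degrees C. Cell viability came from CellTiter-Glo luminescence; curves were classified by r2, response magnitude and activity.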
Starred values were filed as active, the others as inactive; i = inactive; ? = inconclusive; · = no result given; [ ] = another dose, or the depositor's remark. Unless noted, calls come from the whole dose curve; as a rule, active = well fitted curve in the direction sought with a large enough effect; inconclusive = small, poorly fitted or top-dose-only effect, or another doubt; inactive = no such curve, though single readings can be large; an effect the other way counts as inactive or inconclusive.

1	Cc1cc(-n2nc(C)cc2C)n2ncc(-c3ccccc3)c2n1
2	CCOC(=O)CCC1(C(=O)OC)C(=O)CCCCCC=C1C(=O)OC (stereo not given)
3	COC(=O)c1cccnc1SCc1ccccc1
4	COC(=O)c1ccc(NC(=O)CN(c2ccc3c(c2)OCO3)S(C)(=O)=O)cc1
5	O=C(Nc1ccc(F)cc1)c1cc(S(=O)(=O)Nc2ccc(F)cc2)cs1
6	CCOc1ccc(NC(=O)c2cc(C)nc3ccccc23)cc1
7	NS(=O)(=O)c1ccc(CCNCC(=O)N2CCC(Cc3ccccc3)CC2)cc1
8	CC1(C)CC2=C(CO1)C(=S)NC(c1ccccc1)N2CC1CCCO1 (stereo not given)
compound no. | 1 | 2 | 3 | 4 | 5 | 6 | 7 | 8
ATXN2 expr inh | 22% | · | -7% | 31% | -3% | · | -31% | -11%
MCF10A rereplic | 2% | · | 7% | 18% | 43% | 12% | ? | 3%
KB-3-1 tox | -1% | -14% | -1% | 25% | 0% | 5% | ? | 11%
IL1B secr inh | -13 | -51* | 8 | -5 | 20 | 10 | ? | -9
HT1080 IDH1KD tx | 0% | -16% | -7% | 7% | -28% | 16% | 1% | 17%
ATXN viability | i | i | i | ? | i | i | i | i
SW480 rerep | -15% | · | -5% | -7% | 23% | 10% | ? | ?
KB-V1 MDR tox | -3% | -18% | 0% | -8% | -6% | 3% | 7% | 1%
HT1080NT lethal | 0% | 0% | -3% | -1% | ? | 14% | ? | 27%

Overlap with the part before: three entries, then new ones.
6	CCOc1ccc(NC(=O)c2cc(C)nc3ccccc23)cc1
7	NS(=O)(=O)c1ccc(CCNCC(=O)N2CCC(Cc3ccccc3)CC2)cc1
8	CC1(C)CC2=C(CO1)C(=S)NC(c1ccccc1)N2CC1CCCO1 (stereo not given)
9	COc1ccc(C(=O)CSc2nnc(-c3cnccn3)n2Cc2ccco2)cc1
10	CC(=O)Cc1nsc(NC(=O)c2ccc(COc3ccccc3C)o2)n1
11	CC1CCN(C2CCN(S(=O)(=O)c3ccc(C(F)(F)F)cc3)CC2)CC1
12	COc1cccc(C(=O)NCCn2ccc3ccccc32)c1
13	O=C(NC1CCCC1)C(c1ccncc1)N(C(=O)c1ccco1)c1ccc(F)c(Cl)c1 (stereo not given)
14	Cc1sc2nc(C3CC3)nc(N3CCN(C(=O)c4ccccc4F)CC3)c2c1C
15	O=S(=O)(CCn1cccc1)CCn1cccc1
16	O=C(CSC(=S)N1CCOCC1)c1ccccc1
compound no. | 6 | 7 | 8 | 9 | 10 | 11 | 12 | 13 | 14 | 15 | 16
ATXN2 expr inh | · | -31% | -11% | -11% | -7% | -7% | 67%[activator] | 12% | -33% | 6% | ?
MCF10A rereplic | 12% | ? | 3% | 4% | 18% | -30% | 11% | -1% | 138% | 7% | 5%
KB-3-1 tox | 5% | ? | 11% | -7% | 8% | 0% | -11% | -6% | -13% | -6% | 3%
IL1B secr inh | 10 | ? | -9 | -20 | -8 | -2 | -28 | ? | -26 | ? | -7
HT1080 IDH1KD tx | 16% | 1% | 17% | 1% | ? | 1% | -3% | 1% | ? | 0% | -1%
ATXN viability | i | i | i | i | i | i | · | i | i | i | ?
SW480 rerep | 10% | ? | ? | 6% | -6% | -2% | -1% | -5% | ? | ? | -1%
KB-V1 MDR tox | 3% | 7% | 1% | 0% | 4% | 3% | 4% | -18% | ? | 22% | ?
HT1080NT lethal | 14% | ? | 27% | -2% | ? | -2% | -1% | 9% | -17% | 11% | -1%

17	COc1cc(C=NNc2ccccc2)ccc1OC(=O)c1ccccc1
18	N#Cc1ccc(C2=CC(=O)C[C@H](c3ccc(Cl)cc3)C2)cc1
19	Cn1nc(C(F)(F)F)cc1C(=O)O
20	O=c1oc(-c2ccc(O)c(O)c2)cc2cc(O)cc(O)c12
21	CC(C)(Oc1ccc(Cl)cc1)C(=O)NC1CC1
22	CCOC(=O)/C=C/C(=O)OCC(=O)Nc1ccc(C)cc1
23	O=C(/C=C/c1ccccc1)Nc1ccc2c(c1)C(=O)NC2=O
24	COc1cccc(CNc2nc3nc(C)cc(=O)n3[nH]2)c1
compound no. | 17 | 18 | 19 | 20 | 21 | 22 | 23 | 24
ATXN2 expr inh | · | -21% | 7% | 71%[activator] | 5% | -9% | 6% | -24%
MCF10A rereplic | · | ? | 0% | -11% | -23% | ? | -5% | -7%
KB-3-1 tox | 3% | ? | 10% | 0% | -1% | -1% | 4% | 0%
IL1B secr inh | 0 | ? | 26 | 30 | -10 | -18 | -20 | 25
HT1080 IDH1KD tx | ? | -4% | 14% | 0% | 2% | 2% | 12% | 9%
ATXN viability | ? | i | i | i | i | i | i | i
SW480 rerep | · | ? | -128%[inhibitor] | 0% | -15% | 14% | 8% | -15%
KB-V1 MDR tox | 0% | -1% | 5% | ? | 0% | -23% | ? | 21%
HT1080NT lethal | ? | -2% | 8% | 5% | 11% | 0% | 2% | 7%

25	COCCCN1C(=O)c2ccc(C(=O)OCC(=O)N3CCN(c4ccccc4)CC3)cc2C1=O
26	O=C(c1ccccc1)c1cc2cc(Cl)ccc2[nH]1
27	c1ccc(SCCOCCN2CCOCC2)cc1
28	CCOC(=O)N1CCN(S(=O)(=O)c2c(C)nc3sccn3c2=O)CC1
29	COc1cc(/C=C(\C#N)c2nn(CCO)c(N)c2C#N)cc(OC)c1OC
30	Cc1ccc2c(CC(=O)NCc3ccc4c(c3)OCO4)coc2c1
31	Cc1ccc(/C=N/Nc2ncnc3nc[nH]c23)cc1
32	O=C(NCCO)C(F)(F)C(F)(F)C(F)(F)OC(F)(C(=O)NCCO)C(F)(F)F (stereo not given)
compound no. | 25 | 26 | 27 | 28 | 29 | 30 | 31 | 32
ATXN2 expr inh | 11% | 77%[activator] | 16% | · | 7%[11.3 µM] | -4% | · | 3%
MCF10A rereplic | 1% | 4% | -4% | 0% | 13% | 11% | -1% | 0%
KB-3-1 tox | -5% | 6% | ? | 1% | 10% | -1% | -11% | 17%
IL1B secr inh | 24 | -12 | 17 | 16 | 26 | 18 | 49 | 12
HT1080 IDH1KD tx | 1% | -11% | 15% | 0% | -9% | -7% | -11% | 1%
ATXN viability | i | i | i | i | i | i | i | i
SW480 rerep | -100%[inhibitor] | -3% | 1%[9.22 µM] | ? | -17% | -1% | ? | -1%
KB-V1 MDR tox | 19% | 0% | 16% | ? | -3% | -1% | -16% | -3%
HT1080NT lethal | 13% | -19% | 4% | 1% | 6% | -6% | -5% | 0%

33	O=C(Nn1cnc2ccccc2c1=O)c1ccccc1
34	CS(=O)(=O)NCCNc1ncc(C(F)(F)F)cc1Cl
35	CC1CN(C(=O)CCC(=O)N2CCOCC2)c2ccccc2O1 (stereo not given)
36	COc1ccccc1C1NC(=O)NC(C)=C1C(=O)OCC1CCCCC1 (stereo not given)
37	COCCN(CCOC)S(=O)(=O)c1ccc(C(=O)Nc2nc(-c3ccccc3)c(C(=O)c3ccccc3)s2)cc1
38	COc1ccccc1NC(=O)c1cccs1
39	Cc1cccc(NS(=O)(=O)c2ccc3[nH]c(=O)cc(C(=O)OC(C)C(=O)Nc4ccc([N+](=O)[O-])cc4)c3c2)c1 (stereo not given)
40	CCOCCCNC(=O)c1ccccc1SCC
compound no. | 33 | 34 | 35 | 36 | 37 | 38 | 39 | 40
ATXN2 expr inh | -5%[11.3 µM] | -5% | 4% | · | 15% | 3% | · | -8%
MCF10A rereplic | -3% | -3% | 9% | · | ? | -1% | 1% | 2%
KB-3-1 tox | 0% | 6% | 16% | -11% | 12% | -2% | 2% | 9%
IL1B secr inh | 4 | -1 | 2 | -16 | 28 | 3 | 0 | 38
HT1080 IDH1KD tx | 0% | 2% | 5% | -11% | 4% | 9% | -5% | -3%
ATXN viability | i | i | i | i | i | i | · | i
SW480 rerep | -8% | -5% | -9% | · | 2% | -6% | -2% | -3%
KB-V1 MDR tox | -7% | 2% | 0% | 2% | ? | 21% | 14% | 7%
HT1080NT lethal | 2% | -9% | 12% | -8% | 9% | -3% | -2% | 11%

41	CN(Cc1ccccc1)C(=O)COC(=O)C1CCN(S(=O)(=O)c2ccc(Cl)c(C(F)(F)F)c2)CC1
42	O=C(NCC1CCN(c2ccc(S(=O)(=O)N3CCOCC3)cc2)CC1)Nc1ccccc1
43	O=C(Nc1ncc2c(n1)CC(c1ccco1)CC2=O)c1ccccc1 (stereo not given)
44	Cc1ccc(CCNC(=O)CCS(=O)(=O)c2cc3c(cc2C)NC(=O)CO3)cc1
45	Cc1ccc(C)c(N2CCN(C(=O)CCS(=O)(=O)c3cc4c(cc3Cl)NC(=O)CO4)CC2)c1
46	COC(=O)C1C(=O)C=C(Nc2ccc(F)cc2F)CC1c1ccccc1 (stereo not given)
47	Cn1c(=O)cc(OCCCC(=O)NCc2ccc(F)cc2Cl)c2ccccc21
48	COCCCn1nnnc1SCC(=O)Nc1ccc2c(c1)OCCO2
49	Cc1cc(=O)n(-c2ccc(Cl)cc2)c(=O)[nH]1
50	COc1ccc(CNC(=O)COC(=O)c2ccc(C)c(S(=O)(=O)N3CCOCC3)c2)cc1OC
compound no. | 41 | 42 | 43 | 44 | 45 | 46 | 47 | 48 | 49 | 50
ATXN2 expr inh | 5% | -15% | 16% | 24% | ? | 8% | 74%[activator] | ? | -7%[2.22 µM] | ·
MCF10A rereplic | -4% | ? | 2% | -2% | · | -4% | ? | -15% | -26% | -2%
KB-3-1 tox | 8% | -15% | -3% | 10% | ? | 2% | 8% | -9% | 1% | 6%
IL1B secr inh | 47 | 0 | 4 | 0 | · | -18 | -7 | 5 | -16 | 11
HT1080 IDH1KD tx | 0% | -3% | 12% | 22% | · | 1% | 15% | 0% | 4% | 0%
ATXN viability | i | i | i | i | ? | i | i | ? | i | ·
SW480 rerep | -276%[inhibitor] | 0% | -4% | -8% | · | -5% | -33%[inhibitor] | -47%[inhibitor] | -8%[1.84 µM] | -12%
KB-V1 MDR tox | 10% | -21% | -12% | 0% | 16µM* | -30% | ? | ? | 21% | -5%
HT1080NT lethal | -8% | -1% | 6% | 19% | · | 2% | 28% | 8% | 16% | 6%
